NTR1 ag – NTR1-driven beta-arrestin-GFP spot formation – imaging, U2OS cells, high content, primary screen (AID 493036); P30989; actives 0.17% (n = 330,000); activation, % at 20 µM; agonist mode;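 active = activation at or above 40% of the spot to cytoplasm intensity ratio, with at least 20 cells analyzed; inconclusive = wells under 20 cells, flagged as cytotoxic or low count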;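 also: 0% = DMSO without peptide and 100% = 100 nM NTR1 peptide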
Target sequence (P30989 whole entry, looked up): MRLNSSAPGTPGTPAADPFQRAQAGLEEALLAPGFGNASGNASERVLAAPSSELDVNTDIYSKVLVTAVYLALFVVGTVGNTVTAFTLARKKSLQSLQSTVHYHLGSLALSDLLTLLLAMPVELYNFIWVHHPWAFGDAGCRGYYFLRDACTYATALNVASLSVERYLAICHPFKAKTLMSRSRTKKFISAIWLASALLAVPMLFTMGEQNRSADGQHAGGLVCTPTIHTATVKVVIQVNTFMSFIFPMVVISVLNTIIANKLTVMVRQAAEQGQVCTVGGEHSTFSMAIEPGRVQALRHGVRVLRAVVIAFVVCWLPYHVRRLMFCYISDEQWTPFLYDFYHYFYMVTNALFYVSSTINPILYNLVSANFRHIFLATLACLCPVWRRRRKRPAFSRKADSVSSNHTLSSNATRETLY
SV40 large T antigen – SV40 large T antigen inhibitors, biochemical (AID 1903); SV40 large T antigen ATPase/helicase inhibition assay; higher % means a stronger effect; inhibition, % at 20 µM, or IC50 in µM where a hit was titrated; actives 0.39% (n = 310,000); in the data active = a potency from the dose series; inconclusive = inhibition mostly from about 32% at the one dose, without a potency; inactive = the rest, 99 in 100 with inhibition below about 32%; also: strong numbers were not always called active
AID2073 – inhibitors of Mint1-CaV2.2 protein interaction, biochemical, HTRF (AID 2073). HTRF protein-protein interaction, Mint1-CaV2.2; higher % means a stronger effect. inhibition, % at 20 µM; hits with a dose series show IC50 in µM. actives 0.19% (n = 290,000); in the data active = inhibition mostly above about 51%, no sharp cut-off; inconclusive = no clear call, values can overlap the other calls; inactive = mostly below about 53%; also: some results filed as inactive read as strong as hits
Dengue-2 NS5 capping – Dengue-2 NS5 methyltransferase inhibitors, primary screen, biochemical, confirmation dose response (AID 588689) | one-dose inhibition, % at 25 µM; IC50 in µM for titrated hits | Dengue-2 NS5 methyltransferase capping enzyme assay, biochemical; higher % means a stronger effect | actives 0.3% (n = 340,000); in the data active = a potency from the dose series; inconclusive = inhibition above about 29% without an active follow-up result
Siah-1 displacement – blockers of Siah-1 interaction with plectin peptide – biochemical, fluorescence polarization, rhodamine-plectin, uHTS, primary screen (AID 1817). Siah-1 / rhodamine-plectin peptide fluorescence polarization; higher % means a stronger effect. displacement, % at 20 µM, or IC50 in µM where a hit was titrated. actives 0.02% (n = 290,000);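 active = displacement of at least 50% at 20 µM, with a fluorescence ratio check between 0.3 and a set limit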;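 also: plate controls were Siah plus tracer with DMSO for no effect and tracer alone without Siah for full effect; strong numbers were not always called active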
West Nile virus CPE – inhibition of WNV-induced cytopathic effect – cell-based, CPE readout (AID 1621); West Nile virus-infected cells, CPE inhibition; higher % means a stronger effect; CPE inhibition, % at 10 µM, or IC50 in µM where a hit was titrated; actives 0.02% (n = 290,000); in the data active = a potency from the dose series; inconclusive = CPE inhibition mostly from about 3.7% at the one dose, without a potency; inactive = the rest, 99 in 100 with CPE inhibition below about 2.2%; also: strong numbers were not always called active
RSV CPE inhibition – RSV antiviral activity via CPE protection, HEp-2 cells, primary 10 µM value included (AID 2391). HEp-2 cells, RSV-induced CPE inhibition; higher % means a stronger effect. actives 0.13% (n = 310,000). one-dose CPE inhibition, % at 10 µM; IC50 in µM for titrated hits; in the data active = a potency from the dose series; inconclusive = CPE inhibition mostly from about 23% at the one dose, without a potency; inactive = the rest, 99 in 100 with CPE inhibition below about 21%; also: strong numbers were not always called active
K1F lysis inhibition – protection from phage-mediated lysis, alamar blue read-out – E. coli UTI89, K1F phage, bacterial capsule biogenesis inhibitors (AID 488966) | E. coli UTI89 K1F phage lysis, alamar blue, 2 h; higher % means a stronger effect | inhibition, % at 100 µM, or IC50 in µM where a hit was titrated | actives 0.02% (n = 340,000);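 active = phage lysis inhibition, versus mean bacterial control, above a set limit; inconclusive = no clear call, values can overlap the other calls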;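 also: capsule biogenesis inhibitors block K1F phage lysis so surviving cells raise fluorescence; higher fluorescence means more inhibition of phage lysis; actives were called in the ten point dose series up to 300 µM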
MgcRacGAP inhibition – MgcRacGAP GTPase-activating activity inhibitors, confirmation, biochemical, ADP Hunter fluorescence; MgcRacGAP-stimulated Rac1 GTP hydrolysis, ADP Hunter fluorescence; higher % means a stronger effect; GST-tagged Rac1 F28L mutant substrate; inhibition, % at 30 µM; hits with a dose series show IC50 in µM; actives 0.6% (n = 340,000); AID 624330;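 active = first-screen hits whose inhibition reached a set limit at any dose in the follow-up dose series; inconclusive = inhibition above the set first-screen limit but never retested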;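 also: fluorescence reports GDP produced by GAP-driven GTP hydrolysis; strong numbers were not always called active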
NTR1 ag cell count 20 µM – also measured in NTR1 ag; calls as there; cell count; measured here: cell count, cytotoxicity flag
Numbers without * were called inactive; ? = inconclusive; · = not tested or not shown; [ ] = remark or other dose.

SMILES | NTR1 ag | NTR1 ag cell count 20 µM | SV40 large T antigen | AID2073 | Dengue-2 NS5 capping | Siah-1 displacement | West Nile virus CPE | RSV CPE inhibition | K1F lysis inhibition | MgcRacGAP inhibition
O=C(Nc1ccccc1)c1ccc(S(=O)(=O)NCC2CCCO2)cc1 (stereo not drawn) | 0.9 | 49 | 2% | 7% | -1% | -8% | -0.5% | 3.5% | -0.2% | 0%
CCN(CC)CCCNC(=O)CNC(=O)c1nn(-c2ccc(OC)cc2)c(=O)c2ccccc12 | -0.3 | 66 | 22% | 10% | -2% | 4% | 0.2% | 0.2% | 0.9% | 9%
O=C(CN1CCOc2ccccc21)NC1CCN(Cc2ccccc2)CC1 | -0.6 | 74 | 3% | -8% | 5% | -2% | -0.4% | -1.2% | 3.5% | 13%
CCCS(=O)(=O)N1CCCC(C(=O)NCCN(CC)c2ccccc2)C1 (stereo not drawn) | -1.3 | 44 | 4% | 14% | 5% | 2% | -0.1% | -0.1% | -0.1% | 7%
CC(=O)Nc1ccc(NC(=O)CCCc2ccccc2)cc1 | 0.5 | 68 | 9% | 14% | 0% | 2% | -0.4% | 2.1% | 0.6% | 13%
Cc1ccc(CNC(=O)c2ccc(N3CCC4(CC3)CC(c3ccccc3)=NO4)c(NC(=O)c3ccc(Br)cc3)c2)cc1 | -5.5 | 89 | 13% | 35% | 2% | -2% | -1.2% | 0.2% | 0.8% | 6%
Cc1cc(NC(=O)COC(=O)c2cccc(S(=O)(=O)N(C)C3CCCCC3)c2)no1 | 2.0 | 54 | 18% | 5% | -6% | -6% | 0.1% | 1.3% | -0.2% | 9%
CCn1cc(CNC(=O)c2ccc(Cl)c([N+](=O)[O-])c2)c(C)n1 | 0.9 | 67 | 11% | ? | -7% | -2% | -0.7% | 0.7% | 2.7%[50 µM] | 4%
COc1ccc(/C=N/Nc2ncc(Br)cn2)c(OC)c1 | -0.6 | 43 | 0% | -4% | -15% | 12% | 0.2% | 0.0% | -1.3% | 0%
COC(=O)c1cn(NC(=O)Cc2ccc(Cl)cc2)c(=O)c2ccccc12 | 0.9 | 42 | 3% | 2% | -3% | -5% | -0.9% | 0.8% | 1.1%[50 µM] | 4%
Cn1cc(S(=O)(=O)NCc2cccs2)c(=O)n(C)c1=O | -0.8 | 53 | 0% | 8% | 1% | -4% | -0.4% | 0.7% | 0.4% | 4%
Cc1ccc(S(=O)(=O)N2CCOCC2)cc1NC(=O)c1cc2c(s1)CCC2 | 0.2 | 75 | 8% | 2% | -8% | 1% | -0.9% | 13% | 0.0% | 5%
Nc1ccc(S(=O)(=O)Nc2nccs2)cc1 | 5.4 | 56 | · | · | -3% | · | · | 0.4% | -1.7% | 1%
CCn1c(N2CCN(S(=O)(=O)c3ccccc3C(F)(F)F)CC2)nc2ccccc21 | -0.2 | 86 | 0% | -4% | -4% | 4% | -0.5% | ? | 0.3% | 6%
O=C(c1c[nH]c(=O)n(-c2ccccc2)c1=O)N1CCc2ccccc21 | 12 | 87 | 10% | -9% | -2% | -1% | 0.1% | 2.3% | -0.6% | -8%
O=C(CCNS(=O)(=O)c1cccc(C(F)(F)F)c1)NCc1ccco1 | 1.6 | 58 | · | · | -8% | · | · | · | 0.8%[50 µM] | 4%
FC(F)Sc1ccc(Nc2ncnc3nc[nH]c23)cc1 | 2.2 | 76 | -11% | -7% | 1% | -1% | 0.2% | 1.8% | -0.5% | 11%
O=C(CCn1c(=O)c2ccccc2n(CC(=O)N2CCN(c3ccccc3)CC2)c1=O)NCc1ccco1 | 0.2 | 60 | 5% | -6% | -2% | 10% | -0.6% | 1.3% | 0.9%[50 µM] | 8%
COc1ccc(NC(=O)CN(C)C(=O)CCc2ccccc2)cc1 | 0.2 | 53 | 5% | 10% | -1% | 4% | -0.4% | 0.7% | 0.6% | 2%
O=S(=O)(NCc1ccccn1)c1ccc(Cl)s1 | 0.1 | 100 | 7% | -8% | -7% | 4% | 0.0% | 0.4% | -0.6% | 7%

An excerpt from above in order of length of the SMILES, rising.
SMILES | NTR1 ag | NTR1 ag cell count 20 µM | SV40 large T antigen | AID2073 | Dengue-2 NS5 capping | Siah-1 displacement | West Nile virus CPE | RSV CPE inhibition | K1F lysis inhibition | MgcRacGAP inhibition
O=S(=O)(NCc1ccccn1)c1ccc(Cl)s1 | 0.1 | 100 | 7% | -8% | -7% | 4% | 0.0% | 0.4% | -0.6% | 7%
FC(F)Sc1ccc(Nc2ncnc3nc[nH]c23)cc1 | 2.2 | 76 | -11% | -7% | 1% | -1% | 0.2% | 1.8% | -0.5% | 11%
COc1ccc(NC(=O)CN(C)C(=O)CCc2ccccc2)cc1 | 0.2 | 53 | 5% | 10% | -1% | 4% | -0.4% | 0.7% | 0.6% | 2%
O=C(c1c[nH]c(=O)n(-c2ccccc2)c1=O)N1CCc2ccccc21 | 12 | 87 | 10% | -9% | -2% | -1% | 0.1% | 2.3% | -0.6% | -8%
Cc1ccc(S(=O)(=O)N2CCOCC2)cc1NC(=O)c1cc2c(s1)CCC2 | 0.2 | 75 | 8% | 2% | -8% | 1% | -0.9% | 13% | 0.0% | 5%
CCn1c(N2CCN(S(=O)(=O)c3ccccc3C(F)(F)F)CC2)nc2ccccc21 | -0.2 | 86 | 0% | -4% | -4% | 4% | -0.5% | ? | 0.3% | 6%

(continued)
SMILES | NTR1 ag | NTR1 ag cell count 20 µM | SV40 large T antigen | AID2073 | Dengue-2 NS5 capping | Siah-1 displacement | West Nile virus CPE | RSV CPE inhibition | K1F lysis inhibition | MgcRacGAP inhibition
CN(CCc1ccccn1)C(=O)CCC1CCCN(C(=O)c2c(F)ccc(F)c2F)C1 (stereo not drawn) | 0.1 | 66 | 6% | 8% | 1% | 2% | 0.1% | 1.9% | 0.1% | 9%
COc1ccc(C(CNC(=O)c2cc3ccccc3o2)N2CCCC2)cc1 (stereo not drawn) | -0.4 | 64 | · | · | -1% | · | · | -1.2% | 1.3%[50 µM] | 4%
CN(C)S(=O)(=O)c1ccc(NC(=O)COC(=O)c2n[nH]c3ccccc23)cc1 | 0.7 | 39 | 13% | -2% | 3% | 5% | -0.1% | 2.6% | 0.0% | 9%
CC1C(=O)N2CCCc3cc(NC(=O)C(=O)NCc4cccnc4)cc1c32 (stereo not drawn) | 2.9 | 54 | 19% | · | 4% | · | · | -2.8% | 0.9%[50 µM] | 8%
O=C(CC12CC3CC(CC(C3)C1)C2)Nc1ccccc1N1CCOCC1 | 6.5 | 43 | 0% | -1% | -4% | -1% | -1.0% | 0.6% | -1.4% | 0%
COc1ccc(NC(=S)NCCN2CCC(C)CC2)cc1Cl | -1.3 | 35 | 4% | 2% | -10% | 0% | -0.6% | -1.9% | -0.3% | 13%
COc1cc2c(cc1OC)CN(C(=O)c1ccc(OC)c([N+](=O)[O-])c1)CC2 | 0.1 | 46 | 3% | 12% | 7% | 2% | -0.2% | 2.6% | -1.7% | -5%
C[C@H]1CN([C@@H](C)CO)C(=O)c2cc(NS(=O)(=O)c3ccc(F)cc3)ccc2O[C@H]1CN(C)S(=O)(=O)c1cn(C)cn1 | -2.9 | 43 | · | · | 13% | · | · | · | 0.7% | 3%
COCCC1CCCCN1C(=O)c1cc(COc2ccc(C)nc2)on1 (stereo not drawn) | -0.4 | 56 | 18% | 10% | -6% | -4% | -1.2% | 1.3% | 0.1% | 8%
O=[N+]([O-])c1ccc(N2CCCCC2)cc1 | -0.7 | 41 | 1% | 9% | · | -4% | -0.5% | 1.7% | · | ·
CCc1cc2c(C)cc(C)cc2nc1SCC(=O)Nc1cc(C)on1 | 16 | 57 | -2% | 4% | -5% | 7% | -0.1% | -1.1% | 7.6% | 2%
O=C(Nc1cccc(Cn2cccn2)c1)c1cc2c(s1)CCCC2 | 5.0 | 67 | -1% | 8% | -5% | -4% | -1.6% | 4.7% | 1.1% | 7%
OCCC1CN(Cc2c(F)cccc2Cl)CCN1C1CCCCC1 (stereo not drawn) | 0.6 | 61 | 11% | 2% | -2% | 1% | 0.5% | -0.8% | 0.4% | 12%
COc1ccc(C(=O)c2ccc(Cl)cc2)cc1 | 2.1 | 57 | 17% | 4% | 6% | 2% | 0.3% | 0.0% | -0.3% | -11%
CCc1ccc(NC(=O)c2ccc3nc(N)sc3c2)cc1 | 0.5 | 47 | -1% | -1% | -4% | 0% | 0.0% | ? | 52%[50 µM] | 11%
Cc1ccccc1-c1cc(C(=O)NCc2ccco2)nn1CC1CC(c2cccc([N+](=O)[O-])c2)=NO1 (stereo not drawn) | -1.2 | 80 | · | · | -12% | · | · | · | -3.0% | 10%
CNS(=O)(=O)c1cccc(C(=O)OCC(=O)c2ccc(S(=O)(=O)N3CCCCC3)cc2)c1 | -1.5 | 57 | 12% | · | -1% | · | · | -1.7% | -1.3% | 7%
C/C(=N\Nc1nc(-c2ccccc2O)nc2ccccc12)c1ccccc1 | 9.3 | 43 | · | 20% | 3% | 5% | -0.5% | 3.5% | 0.0% | 8%
Nc1nc2ccc(NC(=O)c3ccco3)cc2s1 | -1.5 | 38 | 4% | -20% | -7% | -6% | -0.1% | 1.1% | -0.5% | -3%
Cc1ccc(S(=O)(=O)Nc2ccccc2C(=O)N2CCCC2)cc1 | -0.6 | 75 | 21% | 8% | 1% | 0% | 0.4% | 1.3% | -0.3% | -4%
O=C(NC1CCCCC1)[C@H](O)[C@@H](O)C(=O)NC1CCCCC1 | -1.4 | 37 | 9% | 0% | -2% | 3% | 0.2% | -0.1% | -0.4% | 12%
O=C(CCOc1ccccc1)Nc1ccnn1C1CCN(Cc2ccc(O)cc2)CC1 | -0.2 | 63 | 29% | 7% | 1% | 9% | 0.2% | -0.8% | -0.2% | 9%
COc1ccc2c(c1)cc(C)c1nnc(SCC(=O)N3CCN(C(=O)c4ccco4)CC3)n12 | -0.5 | 59 | · | -6% | · | -1% | -0.6% | 0.3% | · | ·
Cc1c2cnn(CC(=O)NCCN3CCOCC3)c(=O)c2c(C)n1Cc1ccc(F)cc1 | 2.6 | 56 | 15% | 1% | 0% | 2% | -0.6% | 1.8% | -0.5% | 3%
CS(=O)(=O)N(CC(=O)Nc1cccc(F)c1)Cc1ccccc1 | 0.5 | 66 | 13% | -8% | -2% | 4% | 0.3% | 1.4% | 2.0% | 4%
CC1(C)Cc2c(sc3nc(SCC(=O)N4CCOCC4)nc(N)c23)CO1 | 0.8 | 41 | 6% | -31% | -9% | 3% | 0.2% | -0.2% | 2.0% | 17%
COc1ccc(OCC(=O)Nc2ccc3c(c2)CCC3)cc1 | -1.3 | 59 | · | · | 6% | · | · | 0.9% | 0.9%[50 µM] | 3%
CCCc1nc2n[nH]c(N)c2c2c1COC(C)(C)C2 | 0.0 | 69 | 7% | 9% | -3% | 0% | 0.6% | -0.2% | 2.7% | 9%

Bioassay records as filed in PubChem BioAssay.
